# Bioassay records: PubChem BioAssay, National Center for Advancing Translational Sciences (NCATS)
# USP2a inh – blocks human ubiquitin-specific protease USP2a. USP2 core, Ub-CHOP2 coupled fluorogenic reporter, 485/531. O75604. AID 463254. Potency, µM (doses to about 38.3 µM), for the others: top-dose activity change, negative = inhibition, hits mostly inhibitors. 0.01% of 330,000 active;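 also: potency is read from the fitted curve at half-maximal effect; plate controls were DMSO wells for no effect and full inhibition by NEM control for full effect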
# Target sequence (O75604 whole entry, looked up): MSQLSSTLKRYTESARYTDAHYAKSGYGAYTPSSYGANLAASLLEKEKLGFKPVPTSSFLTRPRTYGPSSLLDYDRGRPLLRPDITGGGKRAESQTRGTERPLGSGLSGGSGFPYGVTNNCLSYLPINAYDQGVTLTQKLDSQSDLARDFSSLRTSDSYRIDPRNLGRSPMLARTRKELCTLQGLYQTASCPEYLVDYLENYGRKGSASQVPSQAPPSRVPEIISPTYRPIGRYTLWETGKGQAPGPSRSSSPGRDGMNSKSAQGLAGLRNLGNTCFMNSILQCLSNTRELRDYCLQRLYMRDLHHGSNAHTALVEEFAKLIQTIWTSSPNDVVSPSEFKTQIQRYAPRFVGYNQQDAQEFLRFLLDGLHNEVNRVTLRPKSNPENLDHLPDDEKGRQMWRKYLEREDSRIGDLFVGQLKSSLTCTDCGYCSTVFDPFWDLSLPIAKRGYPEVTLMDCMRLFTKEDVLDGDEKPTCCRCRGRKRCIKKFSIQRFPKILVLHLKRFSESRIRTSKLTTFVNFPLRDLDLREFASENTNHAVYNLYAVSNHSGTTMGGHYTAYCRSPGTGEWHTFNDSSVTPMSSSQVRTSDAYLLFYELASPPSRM
#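 Deubiquitinase activity read as fluorescence (485/531 nm) after Ub-CHOP2 cleavage activates the enterokinase reporter on its substrate; USP2 core 10nM, Ub-CHOP2 and substrate 25nM each, 30min compound preincubation then 60min RT; data normalized to NEM, curves fitted.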
# PKM2 activator – PKM2 (human) enzyme activation; P14618; purified PKM2, Kinase-Glo ATP luminescence, activation; response scale: 0% is enzyme alone, no compound; Potency, µM (doses to about 57.5 µM), without a hit: at the highest dose activation, usual class: activators; 0.34% of 260,000 active; AID 1631; also: potency is read from the fitted curve at half-maximal effect; % is scaled to controls: 0 for no effect and ±100 for the full control effect; nearly all actives have a fitted effect of over 55% in size
# Target sequence (P14618 whole entry, looked up): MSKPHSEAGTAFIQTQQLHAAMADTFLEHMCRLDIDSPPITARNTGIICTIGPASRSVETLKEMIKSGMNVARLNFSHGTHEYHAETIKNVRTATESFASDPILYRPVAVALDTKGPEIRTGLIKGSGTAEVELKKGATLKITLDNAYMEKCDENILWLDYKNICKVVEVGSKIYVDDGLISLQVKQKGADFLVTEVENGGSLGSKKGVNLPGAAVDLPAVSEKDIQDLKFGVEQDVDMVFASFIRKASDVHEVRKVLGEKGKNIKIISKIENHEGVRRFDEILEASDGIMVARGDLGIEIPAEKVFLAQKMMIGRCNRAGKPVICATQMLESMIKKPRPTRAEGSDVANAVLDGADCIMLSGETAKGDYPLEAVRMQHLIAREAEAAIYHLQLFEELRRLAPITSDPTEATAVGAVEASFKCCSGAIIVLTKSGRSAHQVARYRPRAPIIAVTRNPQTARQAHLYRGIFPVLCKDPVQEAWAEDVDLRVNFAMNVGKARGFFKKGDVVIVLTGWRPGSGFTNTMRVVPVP
#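 Purified hPK-M2 (>95% pure) converted ADP (0.1 mM final) to ATP with 0.5 mM PEP in 50 mM imidazole pH7.2, KCl, MgCl2, Tween 20, BSA; 1 h at room temperature. ATP detected by Kinase-Glo luminescence.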
# GALK inh – galactokinase (human) inhibition; AID 1868; 0.007% of 270,000 active; Potency, µM (titrated, usually from 57.5 µM), for inactives: top-dose activity change, negative = inhibition, most hits filed as inhibitors; Purified GALK, Kinase-Glo residual ATP luminescence; also: potency is read from the fitted curve at half-maximal effect; % is scaled to controls: 0 for no effect and ±100 for the full control effect
#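 ATP-depletion format; final 35 uM ATP, 100 uM D-galactose, 5 nM enzyme; pH 8.0 HEPES/Mg2+ buffer; 60 min RT; luminescence read 10 min after detection reagent.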
# hERG WT inh – blocks the wildtype human KCNH2 potassium channel | U2OS, BacMam KCNH2, thallium flux FluxOr; active compounds read low | AID 720551 | activity change, % at 1.84 µM | 0.37% of 340,000 active;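 active = maximum activity change below -70%; inconclusive = maximum activity change between -70% and -50%; inactive = maximum activity change above -50%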; also: % is scaled to controls: 0 for no effect and ±100 for the full control effect
#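 U2OS cells transduced with wild-type KCNH2 virus are loaded with FluxOr dye for 45 min, and thallium flux is measured in kinetic reads before and after stimulation buffer. Rate constants are normalized to DMSO controls.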
# Menin-MLL TR inh – menin-MLL binding inhibition, Texas Red mutant peptide; Potency, µM (highest dose often 61.6 µM), without a hit: top-dose FP activity change, negative = inhibition, hits mostly inhibitors; 0.23% of 270,000 active; AID 1768; Menin + Texas Red MLL mutant peptide, fluorescence polarization; O00255; active = well fitted inhibition curve with a large enough effect in the polarisation, with a control signal flat, not every such curve was filed as active; inconclusive = small, poorly fitted or top-dose-only effect, or effect the other way, or a change in a side signal; inactive = no such curve, though single readings can be large or run the other way; the % refers to the polarisation; also: potency is read from the fitted curve at half-maximal effect; % of control where 0% means no effect; many of its hits are not listed in these tables
# KCNH2 3.1 block – blocks the human KCNH2 3.1 channel isoform; U2OS KCNH2 3.1, thallium flux FluxOr; active compounds read low; activity change, % (tested at about 1.8 µM); 0.95% of 340,000 active;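 active = maximum activity change below -70%; inconclusive = maximum activity change from -70% to -50%; inactive = maximum activity change above -50%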;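 also: thallium influx rate constant from kinetic fluorescence after stimulation buffer; % is scaled to controls: 0 for no effect and ±100 for the full control effect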
#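 Thallium flux read-out: FluxOr dye with Red40 quencher in HBSS/HEPES, 45 min at RT. Rate constants from kinetic reads were normalized to positive and negative DMSO controls. Cells: U2OS virally expressing the 3.1 isoform.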
# Coupling enz – inhibits coupling enzyme system, counter-screen for aldolase hits; AID 2472; activity change, negative = inhibition, % at 58.2 µM, hits read low; 0.67% of 290,000 active; coupling enzyme system counterscreen, AmpLite Red fluorescence; in the data active = activity change below about -30%; also: % is scaled to controls: 0 for no effect and ±100 for the full control effect
#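 Coupling enzymes only (glyceraldehyde-3-phosphate) + compound, at 57.5 uM final, 10 min RT; add substrate/coupling/AmpLite Red mix, 20 min RT; fluorescence ex 525/em 598 nm. Actives flag coupling-system interference.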
# TRPV1 ag – human TRPV1 agonism; Q8NER1; TRPV1-expressing cells, Fluo-8 calcium influx, agonist mode; 0.19% of 320,000 active; AID 540275; activation, % at 8.33 µM; in the data active = activation above about 80%; inconclusive = between about 30% and that limit; also: 0% is about no effect
#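 TRPV1-expressing cells were cultured overnight at 35.5C and loaded with Fluo-8 calcium dye for 40 to 90 min at room temperature. After a 10 s baseline, compound was added and calcium influx was read kinetically for 3 min (ex 480/em 520 nm).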
# Giardia kill – kills Giardia lamblia. 0.15% of 340,000 active. Giardia lamblia trophozoite viability. activity change, % at 7.66 µM, hits read low; in the data active = activity change below about -80%; inconclusive = between about -30% and that limit;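 also: parasites exposed to compound for two days anaerobically before the ATP read; % is scaled to controls: 0 for no effect and ±100 for the full control effect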
#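 Luminescence from cellular ATP indicates surviving trophozoites (100 cells/well) following 48 hrs anaerobic compound treatment at 37 deg C; signal develops 15-30 min at room temperature.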
# B2AR arrestin – agonists driving beta-arrestin recruitment to human beta2-adrenergic receptor; beta-arrestin recruitment to beta2AR, cell-based reporter; Potency, µM (highest dose often 46.1 µM), inactives show top-dose activation, actives largely listed as activators; 0.02% of 330,000 active; AID 492947;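 also: potency is read from the fitted curve at half-maximal effect; 0% = DMSO controls and full agonism = EC100 isoproterenol or metaproterenol; nearly all actives have a fitted effect of over 65% in size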
# MLL CXXC-DNA inh – inhibitors of human MLL CXXC domain-DNA interaction; MLL-CXXC / FITC-HOXA9 DNA fluorescence polarization; Potency, µM (titrated, usually from 115 µM), for the others: at the top dose activity change, negative = inhibition, most hits filed as inhibitors; 0.037% of 290,000 active; active = well fitted inhibition curve with a large enough effect in the polarisation, with a control signal flat, not every such curve was filed as active; inconclusive = small, poorly fitted or top-dose-only effect, or effect the other way, or a change in a side signal; inactive = no such curve, though single readings can be large or run the other way; the % refers to the polarisation; also: potency is read from the fitted curve at half-maximal effect
#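 Steps: dispense CXXC domain solution (7 uM) → pin compounds or unlabeled HOX-A9 DNA control → 5 min ambient → add FLSN-HOX-A9 solution (50 nM) → spin → 30 min ambient → fluorescence polarization. Tris pH 7.5/NaCl/DTT/BSA buffer.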
# Numbers without * were called inactive; ? = inconclusive; · = no result given; & = joins results of further samples; [ ] = remark or other dose. Unless noted, calls follow the shape of the dose curve; as a rule, active = well fitted curve in the direction sought with a large enough effect; inconclusive = small, poorly fitted or top-dose-only effect, or another doubt; inactive = no such curve, though single readings can be large; an effect the other way counts as inactive or inconclusive. The list is partial; rates above refer to the full screens.
SMILES,USP2a inh,PKM2 activator,GALK inh,hERG WT inh,Menin-MLL TR inh,KCNH2 3.1 block,Coupling enz,TRPV1 ag,Giardia kill,B2AR arrestin,MLL CXXC-DNA inh
Cc1ccc(/C=C/C(=O)O)cc1S(=O)(=O)N(C)CCO,1%,-1%,0%,4,1%,4,3,-6,11,0.1%,16%
COc1ccc(Cc2nc3c4c(ncn3n2)Oc2c(ccc3ccccc23)C4c2ccc(OC)c(OC)c2)cc1 (stereo not given),-2%,0%,1%,-2,3%,-22,1,-9,-7,0.0%,4%
COc1cccc(-n2cnc3sc(C)cc3c2=O)c1,0%,-5%,16%,1,2%,17,3,4,-3,-0.1%,-27%
CSc1cccc(NC(=S)Nc2ccc(F)cc2)c1,-2%,-1%,-8%,6,·,15,-1,·,0,0.3%,-4%
Cc1cc(OCC(=O)Nc2cc(S(=O)(=O)N3CCOCC3)ccc2N2CCCC2)ccc1C(C)C,-1%,·,·,-2,·,-12,·,1,8,-0.2%,·
COc1ccc(O)c(-c2cc(C(F)(F)C(F)F)nc(-c3ccccc3)n2)c1,-1%,2%,-1%,-1,14%,-12,1,4,-11,-0.7%,4%
Cc1csc(C(=O)O)c1-n1cccc1,1%,0%,0%,-4,12%,12,-8,3,-3,0.0%,7%
CCC(C)(C)c1ccc(Oc2ccc(N)cc2)cc1,-1%,1%,-1%,4,13%,-18,-1,11,13,-0.1%,-1%
COc1ccc(-c2cc(C(=O)Nc3c(C)nn(Cc4ccccc4Cl)c3C)no2)cc1OC,2%,0%,1%,-8,14%,·,3,0,6,-0.4%,2%
CCOC(=O)C1=C(O)C(=O)NC(c2ccccc2)=C(OC2CCCCC2)C1,2%,0%,·,-36,-3%,10,3,3,-13,7.2%,-7%
Cn1c(N)c(C(=O)COC(=O)c2ccc([N+](=O)[O-])o2)c(=O)n(C)c1=O,-1%,0%,·,-3,·,-4,-8,-5,-15,-0.7%,-29%
NC(=O)C1CCCN(C(=S)Nc2cccc3ccccc23)C1 (stereo not given),5%,11%,-2%,5,-2%,1,2,0,10,-0.6%,5%
COc1cc(CCCN2C(=S)NC[C@@H]2c2ccccc2)cc(OC)c1OC,0%,1%,1%,1,-2%,-94*,2,10,?,0.5%,1%
O=C(c1ccc(Cl)cc1)N1CCN(C(=O)c2ccco2)CC1,-1%,-5%,5%,-7,-4%,·,-2,-12,2,0.4%,-4%
Cc1ccc(-c2nn(-c3ccccc3)cc2C(=O)N2CCOCC2)cc1C,2%,2%,-1%,-6,?,-3,-2,?,5,-0.3%,-1%
Cc1onc(-c2ccccc2Cl)c1C(=O)Nc1ccccc1C(N)=O,-1%,2%,2%,-12,1%,16,2,0,-20,0.1%,4%
COc1ccc(-c2c[n+]3c(n2-c2c(C)n(C)n(-c4ccccc4)c2=O)CCCCC3)cc1,0%,·,2%,-1,13%,6,1,0,-7,-0.1%,4%
COc1cccc(C(=O)OCC(=O)NCC2CCCO2)c1 (stereo not given),-1%,·,·,13,·,4,·,·,19,-0.5%,·
CCOC(=O)N/N=C/c1ccc(N(CC)CC)cc1O,3%,10%,-1%,-7,6%,13,-3,18,-4,2.0%,8%
O=C(COc1ccc(/C=N/NC(=O)c2ccc(O)cc2)cc1)Nc1cccc([N+](=O)[O-])c1,1%,-4%,8%,-16,-11%,6,-1,9,5,-1.5%,33%[activator]
COc1ccc2cc(CN(CC3CCCO3)S(=O)(=O)c3ccccc3Cl)c(=O)[nH]c2c1 (stereo not given),-2%,1%,1%,-14,-8%,-2,0,-3,12,0.2%,-11%
C=C1CCN(C(Cc2ccccc2)C(=O)OC)S(=O)(=O)c2ccc(F)cc21 (stereo not given),-1%,0%,1%,-17,-29%,16,-2&-6,12,-17&-5,-0.7%,15%
CCN1CCN(S(=O)(=O)c2c[nH]c(C(=O)OC)c2)CC1,1%,9%,·,0,-7%,-26,1,-3,4,0.0%,·
CCN(CC1CCCN(CCc2cccc(OC)c2)C1)C(=O)c1ccoc1 (stereo not given),6%,-2%,4%,49,-6%,-11,1,0,-4,-0.6%,20%
COc1ccccc1NC(=O)c1ccc(Cl)c(S(=O)(=O)N2CCCCC2)c1,1%,0%,-8%,-3,·,2,·,14,-15,-1.1%,12%
COc1ccccc1-c1noc2ncnc(Nc3ccccc3C)c12,0%,0%,·,14,-1%,-27,0,3,-14,-0.7%,-2%
Cc1ccc(S(=O)(=O)N2CCN(C(=O)c3ccccn3)CC2)c(C)c1,1%,-4%,1%,-16,5%,9,4,-1,-7,0.1%,6%
O=C(c1ccc(O)cc1)c1ccc(O)cc1O,5%,2%,5%,-8,9%,-6,2,1,-5,0.2%,2%
Cc1cccc(Cn2c(SCCO)nc3c2c(=O)n(C)c(=O)n3C)c1,-5%,0%,2%,4,-1%,0,1,-1,3,-1.3%,-1%
COc1ccc(NS(=O)(=O)c2cccc3cccnc23)cc1,1%,-7%,0%,-3,3%,3,3,0,-11,-0.6%,5%
O=C(COC(=O)C1=NNC(=O)CC1)NCCc1ccccc1,1%,·,·,-6,·,38,·,-1,-9,-0.1%,·
COc1ccc(NC(=O)c2cc(S(=O)(=O)N3CCCC3)c[nH]2)cc1,0%,2%,·,-13,30%[activator],-3,0,-4,35[activator],0.4%,2%
Cc1ccc(-c2[nH]nc3c2C(C)C(C#N)=C(N)O3)cc1 (stereo not given),2%,-6%,3%,-14,3%,9,-1,-4,-2,-0.5%,7%
Cc1sc2nc(C(C)Sc3nnc(C)n3-c3ccccc3)[nH]c(=O)c2c1C (stereo not given),2%,-3%,-1%,·,-9%,·,0,-2,·,0.1%,1%
Cc1cc(C)c(OCC(=O)OCC(=O)N(C)C2CCS(=O)(=O)C2)c(C)c1 (stereo not given),2%,·,·,-18,·,3,·,-1,-1,-0.1%,·
CCOC(=O)Nc1ccc(OCc2nnc3c4ccccc4c(C)nn23)cc1,0%,4%,-1%,-7,0%,-1,4,-1,1,0.4%,-5%
COc1cc2c(cc1OC)CN(C(=O)c1ccc(OC)c(S(=O)(=O)N3CCOCC3)c1)CC2,7%,-2%,-1%,-7,7%,1,0,-7,-19,-0.1%,-3%
COc1ccc2c(c1)c(C(=O)N/N=C/c1cn(C)c3ccccc13)c(C)n2C,3%,-1%,0%,-8,·,0,-5,0,13,0.5%,-8%
CN1C(=O)NC(c2ccccc2)(C(F)(F)F)S/C1=C(/C#N)c1nnc(N2CCOCC2)n1-c1ccccc1 (stereo not given),4%,4%,0%,-5,-6%,2,4,0,-1,0.3%,0%
CCCC(=O)NC(=S)Nc1cccc(Cl)c1N1CCCC1,0%,7%,6%,0,22%,-6,-2,25,-23,8.1%,15%
CC12CC(NC(=O)N1c1ccc(C(=O)N3CCN(c4ccc(F)cc4)CC3)cc1)c1ccccc1O2 (stereo not given),3%,-3%,-1%,26,?,2,-3,-1,6,-0.7%,-2%
c1ccc(CCc2nc(-c3ccncc3)no2)cc1,-1%,-3%,0%,6,-22%,-1,1,2,3,0.0%,-3%
COC(=O)c1ccc(CNC(=O)COC(=O)/C=C/c2ccc(OC)c(OC)c2)cc1,-1%,·,·,-6,·,-6,·,·,9,-0.1%,·
CCn1c(=O)c2c(O)cc(=O)oc2c2ccccc21,1%,-1%,-4%,-10,-5%,13,0,-4,0,0.5%,2%
CCOC(=O)C1(CCc2ccccc2)CCN(Cc2ccc(O)cc2)CC1,2%,-1%,2%,-113*,-4%,-116*,2,26,-1,0.4%,4%
Cc1cccc2cc(C#N)c(SCC(=O)N3CC(=O)Nc4ccccc43)nc12,0%,-5%,2%,5,-19%,-1,-6,0,-2,-0.3%,33%[activator]
COc1ccc(-c2nnc(N)s2)cc1,3%,-8%,7%,4,-5%,0,-2,-1,-1,0.4%,-7%
CC(C)C(NS(=O)(=O)c1cccc2nsnc12)C(=O)Nc1nccs1 (stereo not given),1%,1%,-2%,11,·,29,-1,9,11,0.0%,-1%
Cc1nc2nc3c(cn2n1)C(=O)CC(C)(C)C3,2%,-5%,7%,-7,-6%,7,2,2,2,-0.4%,-3%
COc1ccc(/C=N/N=C2\SC(CC(=O)O)C(=O)N2c2ccccc2)cc1 (stereo not given),0%,-13%,1%,-1,9%,-5,7,1,?,-1.3%,0%
CN(C)CCCN(C(=O)c1ccc(Br)s1)c1nc2cc3c(cc2s1)OCCO3,2%,·,·,7,·,9,·,4,16,-1.2%,·
Cc1ccc2c(c1)CCCN2C(=O)c1ccc2c(c1)OCO2,0%,-1%,2%,9,-14%,-20,-14,17,-3,-0.9%,0%
